MEX-5 binding: C. elegans MEX-5 TCR-2 RNA binding activity. actives 0.38% (n = 300,000). Q9XUB2. MEX-5/FITC-TCR2 RNA binding, fluorescence polarization; active compounds read low. AID 1832. activity score (negative = inhibition of binding), % at 10 µM;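 active = inhibition past about -25% in most replicates, and total fluorescence under double the plate's negative control median, limit read from the data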;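 also: 0% = DMSO and -100% = 5 µM competing unlabeled TCR2 RNA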
GLD-1 TGE inh: GLD-1-TGE RNA interaction inhibition (C. elegans). Q17339. inhibition, % at 5.96 µM. actives 0.44% (n = 320,000). purified GLD-1 + fluorescein TGE RNA, fluorescence polarization. AID 2280;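 active = percent inhibition above a per-plate cutoff, the plate mean of test compounds plus 3 SD, cut at about 30% in these data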;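 also: 0% = DMSO wells with GLD-1 and probe and 100% = wells lacking GLD-1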
Target sequence (Q17339 whole entry, looked up): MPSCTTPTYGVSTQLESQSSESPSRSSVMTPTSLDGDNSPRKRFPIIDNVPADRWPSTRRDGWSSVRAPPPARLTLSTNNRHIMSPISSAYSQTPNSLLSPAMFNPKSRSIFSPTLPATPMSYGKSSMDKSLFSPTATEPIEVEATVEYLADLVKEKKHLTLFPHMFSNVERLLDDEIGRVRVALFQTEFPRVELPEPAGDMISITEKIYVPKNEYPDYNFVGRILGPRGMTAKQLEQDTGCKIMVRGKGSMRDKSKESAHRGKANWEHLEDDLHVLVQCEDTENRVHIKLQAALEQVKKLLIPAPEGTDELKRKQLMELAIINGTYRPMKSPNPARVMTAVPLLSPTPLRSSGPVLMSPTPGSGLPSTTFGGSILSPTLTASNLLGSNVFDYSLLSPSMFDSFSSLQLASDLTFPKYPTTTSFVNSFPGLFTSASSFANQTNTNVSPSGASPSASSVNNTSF
PME-1 primary: blocks human protein phosphatase methylesterase 1. recombinant PME-1, FP-Rh probe fluorescence polarization. inhibition, % at 5.9 µM. actives 0.53% (n = 320,000). Q9Y570. AID 2130;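 active = inhibition above the campaign mean of all compounds plus 3 SD, cut at about 26% in these data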;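 also: competitive labeling of PME-1 active site by serine hydrolase directed probe; 0% = PME-1 with DMSO and 100% = wells lacking PME-1 enzyme; inhibitors block probe labeling so polarization falls and inhibition rises; many of its hits are not listed in these tables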
MCL1-BIM inh: disrupts human MCL1 binding to BIM-BH3 peptide. GST-MCL1 / FITC-Bim-BH3 fluorescence polarization. actives 0.68% (n = 320,000). AID 2057. inhibition, % at 10.9 µM;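 active = inhibition above the mean inhibition of all tested compounds plus 3 SD, set per campaign, cut at about 40% in these data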;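 also: 0% = DMSO wells and 100% = unlabeled Bim-BH3 peptide control; higher means more loss of mP so more displacement of Bim peptide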
Fam108B counter: counter-screen for RBBP9 inhibitors: inhibitors of mouse Fam108B | actives 0.33% (n = 300,000) | recombinant Fam108B, FP-Rh probe fluorescence polarization | inhibition, % at 9.51 µM | AID 1947;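 active = inhibition above the screen mean inhibition plus 3 SD, computed separately per campaign, cut at about 18% in these data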;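 also: inhibitors lower polarization as less probe binds the enzyme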
GRK2 inh: inhibitors of human GRK2 displacing RNA aptamer; P25098; bead flow cytometry, FAM-aptamer displacement from GRK2; inhibition of aptamer binding, % at 10 µM; actives 0.59% (n = 330,000);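 active = inhibition of aptamer binding above 40%, roughly 3 SD of noise, on plates passing a quality check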;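 also: median bead fluorescence of bound FAM aptamer so fluorescent compounds give negative values; no value below 0 was filed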
BCLXL inh: Bcl-xL (human) inhibition. GST-Bcl-xL / FITC-Bim BH3 peptide fluorescence polarization. inhibition, % at 10.9 µM. actives 0.7% (n = 320,000). AID 2129;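 active = inhibition above the mean of all tested compounds plus 3 SD, cutoff set per campaign, cut at about 30% in these data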;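 also: 0% = DMSO wells and 100% = unlabeled Bim-BH3 peptide competitor; inhibitors lower millipolarization by displacing the labeled peptide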
Target sequence (Q07817 whole entry, looked up): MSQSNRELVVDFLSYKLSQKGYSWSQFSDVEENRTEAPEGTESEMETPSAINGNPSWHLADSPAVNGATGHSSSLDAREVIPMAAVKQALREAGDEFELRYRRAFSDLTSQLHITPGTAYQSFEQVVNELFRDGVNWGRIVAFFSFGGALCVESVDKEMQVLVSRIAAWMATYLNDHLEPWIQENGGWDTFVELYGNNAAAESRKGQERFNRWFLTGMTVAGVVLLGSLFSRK
VLA-4 inh: inhibition in a human VLA-4 binding assay; AID 2557; actives 0.2% (n = 330,000); P13612; VLA-4 expressing cells, ligand binding flow cytometry; inhibition, % (about 7 µM as worked out from the volumes in the protocol); in the data active = inhibition above about 50%
Efflux pump inh: blocks antifungal efflux pumps in multiplex yeast assay; AID 485275; S. cerevisiae Candida pump triplex, Nile Red efflux; inhibition, % at 10 µM; actives 0.44% (n = 330,000);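 active = plate passing quality check with inhibition over a set limit, or well fluorescence over plate mean plus 4 SD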;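 also: Nile Red retained in pooled yeast measured as flow cytometry median fluorescence; 0% = buffer negative control and 100% = Enniatin B positive control; higher means more Nile Red kept so more efflux inhibition; some compounds called inactive have numbers as strong as hits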
An asterisk follows results filed as active; . = not tested or not shown. Some of the compounds tested; the hit share may differ from the screen's.

SMILES	MEX-5 binding	GLD-1 TGE inh	PME-1 primary	MCL1-BIM inh	Fam108B counter	GRK2 inh	BCLXL inh	VLA-4 inh	Efflux pump inh
COc1ccc(-c2nnc(SC)n2C)cc1	1.8	-1	1	-3	0	0	-2	0	-0.2
COc1ccccc1/C=C/C(=O)N1CCc2cc(OC)c(OC)cc2C1C (stereo not drawn)	1.5	6	-1	4	-5	1	-1	10	-0.1
O=C1CC(N(CCc2ccccc2)C(=S)Nc2ccccc2)C(=O)N1c1ccc(Br)cc1 (stereo not drawn)	-0.8	0	-72	10	-52	1	3	0	0.3
CC1CCN(c2nc3ccccc3nc2C(C#N)C(=O)NC2CCCCC2)CC1 (stereo not drawn)	-29*	-3	2	-6	2	9	-1	-3	-0.1
COc1ccccc1C(=O)OCCN=C1NS(=O)(=O)c2ccccc21	0.6	1	2	3	1	0	7	-1	0.1
CCCn1c(N)c(N2CCCCC2)c(=O)n(CC(=O)Nc2ccc(OC(F)(F)F)cc2)c1=O	3.0	5	0	3	-3	0	6	-5	0.0
CCn1c(SCC(=O)Nc2cccc(NC(C)=O)c2)nc2c([nH]c3ccccc32)c1=O	0.8	2	3	0	-4	0	2	11	-0.2
Cc1ccc(OCC(=O)Nc2ccc(CN3CCCCC3)cc2)c(C)c1	-0.2	5	-2	5	0	0	1	1	0.7
CCOC(=O)Cc1cnc(N)s1	1.4	5	-3	6	1	0	2	0	0.0
COc1cc(Cl)c(CN2CCC(CCC(=O)NC3CC3)CC2)cc1OC	0.4	6	5	2	0	0	0	-4	0.3
O=C(Nc1ccccc1F)Nc1ccccc1Br	1.3	-1	0	-2	-1	0	3	-2	0.0
S=C(NCc1ccc(Cl)cc1)NC1CCN(Cc2ccccc2)CC1	3.2	-2	5	-1	-1	0	-3	2	-0.2
CC(C)N(C(=O)/C=C/c1cccc([N+](=O)[O-])c1)C(C)C	-0.7	5	4	0	-3	3	3	1	0.1
CCOc1nc(C)ccc1-c1noc(C)n1	0.1	8	4	3	-3	0	0	-18	0.0
Cc1ccc(N2C(=O)C3CCC(C)(C2=O)C3(C)C)cc1C (stereo not drawn)	2.6	7	-2	-2	4	1	38*	-2	-0.1
O=C(NC1CCS(=O)(=O)C1)c1ccccc1Cl (stereo not drawn)	.	11	.	.	.	0	.	2	0.1
COc1ccccc1NC(=O)CSc1nnc(COc2ccccc2OC)n1C	0.0	-1	9	-4	3	0	-11	-3	0.0
CCC(=O)c1ccc(OCC(=O)Nc2ccccc2C(=O)N2CCCCC2)cc1	-3.3	7	1	-1	4	1	2	-1	0.0
O=C1N(Cc2cccc(Cl)c2)C[C@@H]2C[C@@H](c3cccc4cccnc34)N3CCC[C@@]123	5.1	-5	1	3	0	0	8	-6	-0.3
CCOc1ccc(S(=O)(=O)NCCC(=O)NCc2ccco2)cc1	1.1	-4	-2	0	-2	0	4	-2	0.0
CCOC(=O)c1ccccc1NC(=S)N1CCN(C(=O)c2ccco2)CC1	1.5	-3	-2	3	1	0	3	-2	0.0
COc1cccc2cc(-c3ccccc3)oc12	.	7	-5	-10	3	0	4	-6	0.0
O=C1Nc2ccc(NS(=O)(=O)c3cccs3)c3cccc1c23	-3.6	-4	10	9	2	0	11	1	-0.2
O=c1[nH]c(=S)[nH]c2nc(-c3ccccc3)cnc12	-5.5	4	2	17	2	1	13	-18	0.0
O=C(NCc1cccnc1)c1cc(S(=O)(=O)N2CCCCC2)ccc1Cl	0.2	7	5	3	4	1	-2	4	0.0

Entries above containing four or more nitrogen atoms:
SMILES	MEX-5 binding	GLD-1 TGE inh	PME-1 primary	MCL1-BIM inh	Fam108B counter	GRK2 inh	BCLXL inh	VLA-4 inh	Efflux pump inh
CC1CCN(c2nc3ccccc3nc2C(C#N)C(=O)NC2CCCCC2)CC1 (stereo not drawn)	-29*	-3	2	-6	2	9	-1	-3	-0.1
CCCn1c(N)c(N2CCCCC2)c(=O)n(CC(=O)Nc2ccc(OC(F)(F)F)cc2)c1=O	3.0	5	0	3	-3	0	6	-5	0.0
CCn1c(SCC(=O)Nc2cccc(NC(C)=O)c2)nc2c([nH]c3ccccc32)c1=O	0.8	2	3	0	-4	0	2	11	-0.2
COc1ccccc1NC(=O)CSc1nnc(COc2ccccc2OC)n1C	0.0	-1	9	-4	3	0	-11	-3	0.0
O=c1[nH]c(=S)[nH]c2nc(-c3ccccc3)cnc12	-5.5	4	2	17	2	1	13	-18	0.0

Single records (already shown). Values in the order: MEX-5 binding | GLD-1 TGE inh | PME-1 primary | MCL1-BIM inh | Fam108B counter | GRK2 inh | BCLXL inh | VLA-4 inh | Efflux pump inh
Shown for `Cc1ccc(OCC(=O)Nc2ccc(CN3CCCCC3)cc2)c(C)c1` = -0.2 | 5 | -2 | 5 | 0 | 0 | 1 | 1 | 0.7
Shown for `O=C1CC(N(CCc2ccccc2)C(=S)Nc2ccccc2)C(=O)N1c1ccc(Br)cc1` (stereo not drawn) = -0.8 | 0 | -72 | 10 | -52 | 1 | 3 | 0 | 0.3

Additional entries
SMILES	MEX-5 binding	GLD-1 TGE inh	PME-1 primary	MCL1-BIM inh	Fam108B counter	GRK2 inh	BCLXL inh	VLA-4 inh	Efflux pump inh
CC1=NCCN1CCNC(=O)Nc1ccc(C(C)(C)C)cc1	0.7	1	-7	7	1	0	2	5	0.0
O=C(COc1cccc(C(F)(F)F)c1)NCC(c1ccco1)N1CCCCC1 (stereo not drawn)	2.3	2	-3	-1	-2	2	7	5	0.0
Cc1cccc(CSCc2ccc(C(=O)NC3CCCC3)o2)c1	0.4	3	1	0	0	1	3	-2	0.1
COc1ccccc1NS(=O)(=O)c1cccc(C(=O)NC2CCN(Cc3ccccc3)CC2)c1	-4.8	0	0	6	1	1	5	5	0.2
O=C(NCCc1ccncc1)Nc1ccccc1Cl	0.6	5	5	2	0	0	3	-11	0.2
Cc1sc2ncn(Cc3ccccc3F)c(=O)c2c1C	0.8	1	7	2	0	0	2	2	0.0
COc1ccccc1CNc1ncnc2nc[nH]c12	3.7	-1	2	8	1	1	3	15	0.4
CS(=O)(=O)N1CCN(C(=O)c2cc(-c3cccnc3)nc3ccc(Br)cc23)CC1	-0.2	0	-3	-6	3	0	-2	-9	0.1
CC1CCCCN1C(=O)CSc1nnc(-c2cccnc2)n1C1CCCCC1 (stereo not drawn)	-3.3	-1	0	1	1	3	3	0	0.0
CC1Cc2ccccc2N1CC(=O)Nc1cccc(S(N)(=O)=O)c1 (stereo not drawn)	-0.3	4	5	-3	2	0	-7	8	0.0
Cn1nccc1C(=O)N1CCc2c([nH]c3ccccc23)C1c1ccc(F)cc1 (stereo not drawn)	1.2	3	-6	1	-4	0	-1	5	0.4
COCC(C)n1c(C)cc(C(=O)COC(=O)c2ccc(N3CCCC3=O)cc2)c1C (stereo not drawn)	0.7	0	-2	-1	6	1	5	8	0.0
COc1cc(/C=C/c2nc(N)nc(-c3ccccc3O)n2)cc(OC)c1OC	-1.0	7	-10	3	-16	0	5	7	-0.8
Cc1ccc([C@H]2C(C(=O)O)=CC[C@@H](c3cccc(C)c3)N2S(=O)(=O)c2ccc(C)cc2)cc1	.	4	.	.	.	4	.	-8	0.0
NC(=O)c1ccc(NS(=O)(=O)c2ccccc2F)cc1	-2.1	-5	3	3	-1	1	-1	13	0.0
O=C(C[C@@H]1C/C=C\C[C@H](Cc2ccc(F)cc2)C(=O)OCCNC1=O)NCCO	.	7	.	.	.	2	.	6	-0.4
COC(=O)c1ccc(NC(=O)c2snnc2-c2ccccc2)cc1	-1.3	-1	-6	1	-4	0	5	6	-0.3
CCOC(=O)c1c(C)n(C)c2ccc(O)c(CN3CCN(C)CC3)c12	1.0	5	7	6	2	4	6	15	0.1
Cc1c(C(=O)NC2CCS(=O)(=O)C2)oc2ccccc12 (stereo not drawn)	-0.1	6	4	6	2	0	4	43	-0.1
CCN(CC(=O)NC(=O)NCc1ccco1)Cc1ccccc1	2.8	1	-3	-1	4	0	-1	6	0.2
Cc1ccc(/C=C/C(=O)N2CC(C)CC(C)C2)o1 (stereo not drawn)	-3.7	8	1	20	1	0	18	-2	-0.3
O=C(NCC1CCCO1)C(c1ccncc1)N(Cc1ccc(F)cc1)C(=O)CN1C(=O)c2ccccc2S1(=O)=O (stereo not drawn)	0.5	-2	-3	9	6	1	6	0	0.3
Cc1cc(C)c(NC(=O)c2cc(S(=O)(=O)N3CCOCC3)ccc2F)c(C)c1	0.3	5	-1	5	0	5	4	3	0.0
COC(=O)c1cc(=O)n(Cc2ccc3c(c2)OCO3)c(=Nc2ccccc2)s1	2.0	3	-9	4	-10	1	3	9	-0.1
COc1ccccc1C(CNc1ncnc2sc(C)c(C)c12)N(C)C (stereo not drawn)	2.0	1	-1	-3	2	0	1	-2	-0.1
CCCCCc1ccc(-c2cn(Cc3ccc([N+](=O)[O-])cc3)nn2)cc1	-3.1	4	2	-5	1	0	-1	28	0.0
O=C(CN1CCN(c2ccccc2)CC1)N/N=C/c1cccc(F)c1	0.2	2	-5	9	2	3	2	7	0.1

BCLXL inh: hit marks shown above
compound | MEX-5 binding | GLD-1 TGE inh | PME-1 primary | MCL1-BIM inh | GRK2 inh | BCLXL inh | VLA-4 inh | Efflux pump inh
Cc1ccc(N2C(=O)C3CCC(C)(C2=O)C3(C)C)cc1C (stereo not drawn) | 2.6 | 7 | -2 | -2 | 1 | 38* | -2 | -0.1

Screening results from PubChem BioAssay.
